# Screening results from PubChem BioAssay.
# Tau fibril ThT: blocks human tau fibril formation measured by thioflavin T; P10636; recombinant tau K18 P301L, heparin-induced fibrillization, ThT fluorescence; Potency, µM (series often up to 57.4 µM), inactives show at the top dose activity, negative = inhibition, hits mostly inhibitors; 2.1% of 270,000 active; further: on the % scale 0 is the no-effect control and ±100 the full control effect; nearly all actives have a fitted effect of over 55% in size
# Target sequence (P10636 561-689 P618L limits assumed): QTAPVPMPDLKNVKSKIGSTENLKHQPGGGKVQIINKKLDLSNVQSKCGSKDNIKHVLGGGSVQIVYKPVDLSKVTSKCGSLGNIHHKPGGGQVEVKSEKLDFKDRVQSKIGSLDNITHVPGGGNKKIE
#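 Tau K18 P301L fragment (15 uM unlabeled plus 0.24 uM Alexa 594-labeled) in 100 mM sodium acetate pH 7 with compound, fibrillization induced by 20 uM heparin for 6 hr at 37 C. Thioflavin T (30 uM) added, fluorescence read after 1 hr (ex 450, em 510 nm).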
# GAA spleen mod: inhibits or activates alpha-glucosidase in human spleen homogenate; human spleen homogenate, 4-MU-alpha-glucoside fluorescence; Potency, µM (highest dose often 79.9 µM), without a hit: top-dose activity change, negative = inhibition, usual class: inhibitors; 0.006% of 240,000 active;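 further: 0% = enzyme with vehicle and -100% = no enzyme basal signal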
#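 Enzyme source: human spleen homogenate, 1 ug/well. Buffer 50 mM citric acid/K phosphate pH 5.0, 0.01% Tween-20. 4-MU-alpha-glucoside 1 mM; 37 C x 40 min; NaOH/glycine stop; fluorescence.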
# GLA spleen mod: inhibitors or activators of human alpha-galactosidase in spleen homogenate | AID 2107 | 0.008% of 240,000 active | P06280 | human spleen homogenate, 4MU-alpha-Gal fluorescence, 40 min | Potency, µM (top dose mostly 80 µM), for the others: at the top dose activity change, negative = inhibition, actives largely listed as inhibitors;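 further: 0% = enzyme with vehicle and -100% = no enzyme basal signal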
# Target sequence (P06280 32-429 limits assumed): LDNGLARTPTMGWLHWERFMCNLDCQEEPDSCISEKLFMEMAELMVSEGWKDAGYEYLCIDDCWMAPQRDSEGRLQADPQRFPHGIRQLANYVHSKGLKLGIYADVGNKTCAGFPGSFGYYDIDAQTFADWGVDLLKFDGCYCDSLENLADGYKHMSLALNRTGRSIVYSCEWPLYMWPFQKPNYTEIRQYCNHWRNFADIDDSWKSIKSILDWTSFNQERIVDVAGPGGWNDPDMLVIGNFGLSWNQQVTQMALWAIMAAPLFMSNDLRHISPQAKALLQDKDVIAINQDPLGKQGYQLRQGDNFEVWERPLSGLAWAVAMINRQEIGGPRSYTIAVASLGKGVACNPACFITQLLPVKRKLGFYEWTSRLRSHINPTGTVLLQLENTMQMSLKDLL
#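 Fluorogenic readout (Ex 365/Em 440 nm) of 4-methylumbelliferone released from 1 mM 4-MU-alpha-galactoside by spleen homogenate, 40 min at 37C, pH 5.0. Data normalized to no-enzyme and enzyme controls; Hill-equation AC50 from compound titrations.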
# GAA inhib: alpha-glucosidase (human) inhibition | P10253 | purified human GAA, 4-MU-alpha-glucoside fluorescence | Potency, µM (highest dose often 76.9 µM), inactives show at the highest dose activity change, negative = inhibition, hits mostly inhibitors | 0.005% of 200,000 active | AID 1466;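 further: plate controls were uninhibited enzyme wells for no effect and no-enzyme background for full effect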
#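 Enzyme (4 nM final) mixed with compound (up to 77 uM), then 4-MU-alpha-D-pyranoside (400 uM final) added; 20 min at room temperature, pH 5.0. Reaction stopped at pH 10, fluorescence read, AC50 derived by Hill fit.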
# Tau fluor cs: counter-screen for tau fibril formation inhibitors | AID 1463 | Potency, µM (titrated, usually from 57.7 µM), for the others: at the top dose activity change, negative = decrease | tau K18 P301L (four-repeat tau fragment) Alexa594 fluorescence, heparin fibrillization | 0.93% of 280,000 active; further: on the % scale 0 is the no-effect control and ±100 the full control effect; nearly all actives have a fitted effect of over 55% in size
#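 Human K18 P301L tau (15 uM unlabeled plus 0.24 uM Alexa 594-labeled, final) in 100 mM sodium acetate pH 7 was mixed with compound and 20 uM heparin and incubated 6 hr at 37 C.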
# GAA glycogen mod: alters human alpha-glucosidase cleavage of glycogen; Potency, µM (doses to about 76.4 µM), for the others: at the highest dose activity change, negative = inhibition, actives largely listed as inhibitors; P10253; 0.38% of 300,000 active; recombinant GAA, glycogen substrate, Amplex Red glucose oxidase fluorescence; AID 2100;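 further: 0% = full enzyme reaction and -100% = no-enzyme basal signal; the screen sought inhibitors and activators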
#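 Recombinant human enzyme (4 nM); glycogen substrate; 37 C, 40 min, pH 5.0. Readout: coupled glucose oxidase/Amplex Red fluorescence.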
# Tau FP inhib: inhibitors of human tau fibril formation; K18 P301L tau heparin fibrillization, Alexa594 FP, 6 h; Potency, µM (doses to about 57.7 µM), inactives show at the top dose activity, negative = inhibition, actives largely listed as inhibitors; 0.39% of 280,000 active; further: on the % scale 0 is the no-effect control and ±100 the full control effect; nearly all actives have a fitted effect of over 55% in size
#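 Human K18 P301L fragment (15 uM unlabeled plus 0.24 uM Alexa 594-labeled) in 100 mM sodium acetate pH 7 with compound, aggregation induced by 20 uM heparin for 6 hr at 37 C. ThT (30 uM) added for 1 hr, then Alexa 594 FP read.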
# HTT cytoprotect: protects HTT-Q103 PC12 cells, measured by ATP | PC12 HTT-Q103 induced, cytoprotection, ATP luminescence, 40 h | Potency, µM (top dose mostly 56.4 µM), for inactives: cytoprotection (ATP increase), hits mostly activators | AID 1471 | 0.14% of 230,000 active;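 further: % of control where 0% means no effect; nearly all actives have a fitted effect of over 45% in size; toxic huntingtin expression switched on by the ecdysone agonist tebufenozide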
#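 Compounds added alongside 100 nM tebufenozide, which induces toxic Q103 huntingtin exon 1-GFP in stable PC12 cells; surviving cells quantified by luminescent ATP measurement. Medium: phenol red-free DMEM, 5% equine and 5% calf serum.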
# Numbers without * were called inactive; ? = inconclusive; · = not tested or not shown; [ ] = dose if it differs, or a comment. The call rests on the fitted dose curve; in most records, active means well fitted curve in the direction sought with a large enough effect; inconclusive means small, poorly fitted or top-dose-only effect, or another doubt; inactive means no such curve, though single readings can be large; an effect the other way counts as inactive or inconclusive. Potency means the concentration at half of the fitted maximal effect.
# Codes – A = Tau fibril ThT; B = GAA spleen mod; C = GLA spleen mod; D = GAA inhib; E = Tau fluor cs; F = GAA glycogen mod; G = Tau FP inhib; H = HTT cytoprotect
C=CCSc1nnc2c(n1)[nH]c1c(C)cccc12
  A = -16% | B = 5% | C = -3% | D = -14% | E = -3% | F = 2% | G = 4% | H = -26%

CC(=O)N1c2ccccc2C(=O)OC1c1cccnc1 (stereo not drawn)
  A = -24% | B = 1% | C = -8% | D = 4% | E = -11% | F = -15% | G = -9% | H = -1%

O=C(CCc1nc2ccccc2[nH]1)Nc1ccccc1
  A = 4% | B = -4% | C = -6% | D = 1% | E = 6% | F = 8% | G = 10% | H = 0%

CCOC(=O)N1CCC(NC(=O)C(Cc2ccccc2)NC(=O)C2CCCCC2)CC1 (stereo not drawn)
  A = 10% | B = 2% | C = 1% | D = -6% | E = 8% | F = 1% | G = -2% | H = 2%

CC(C)=NNC(=O)CN1C(=O)NC2NC(=O)NC21 (stereo not drawn)
  A = 4% | B = -1% | C = 3% | D = 6% | E = 1% | F = -9% | G = -4% | H = 24%[10 µM]

Cc1cccnc1CN1CCN(Cc2nc(C(c3ccccc3)c3ccccc3)no2)CC1
  A = -10% | B = -3% | C = -2% | D = -7% | E = -1% | F = 14% | G = 8% | H = 0%[10 µM]

CCCCNC(=O)c1c[nH]c2ccc(S(=O)(=O)Nc3ccc(OCC)cc3)cc2c1=O
  A = ? | B = -5% | C = 7% | D = -9%[15.4 µM] | E = ? | F = 5% | G = ? | H = -12%

COc1cccc(CN2CCN(Cc3cc4ccccc4[nH]3)CC2CCO)c1 (stereo not drawn)
  A = -18% | B = 2% | C = 8% | D = · | E = -19% | F = -3% | G = 9% | H = -6%[10 µM]

COc1ccccc1-c1nc(C(F)(F)F)c(OC)o1
  A = -5% | B = 1% | C = 13% | D = -7% | E = -2% | F = 5% | G = 2% | H = 22%[10 µM]

Cc1c(C(=O)N2CCN(C)CC2)oc2ccc(S(=O)(=O)N3CCOCC3)cc12
  A = -2% | B = 0% | C = -9% | D = -4% | E = 3% | F = 3% | G = 2% | H = 11%

COCCCn1c(SCc2ccc(OC)cc2)nc2cc(OC)c(OC)cc2c1=N
  A = 5% | B = -2% | C = 3% | D = 5% | E = ? | F = -6% | G = -6% | H = 9%

Cc1nc2ccc(S(=O)(=O)NC(C(=O)NCc3ccccc3Cl)C(C)C)cc2s1 (stereo not drawn)
  A = 2% | B = · | C = · | D = · | E = -7% | F = 7%[76.3 µM] | G = -3% | H = ·

COc1ccc(C2C3=C(CC(C)(C)CC3=O)Nc3c2c(=O)[nH]c(=O)n3Cc2ccccc2)cc1OC (stereo not drawn)
  A = -10% | B = -3% | C = 1% | D = -5% | E = -2% | F = -20% | G = 2% | H = 28%[10 µM]

COc1ccc(S(=O)(=O)N2CCOC2CNC(=O)C(=O)NCc2cccnc2)cc1C (stereo not drawn)
  A = · | B = 2% | C = 12% | D = · | E = -1% | F = 4% | G = 5% | H = 3%[10 µM]

O=C(CN1CCN(c2ccccn2)CC1)Nc1cc(C(F)(F)F)ccc1Cl
  A = ? | B = -13% | C = 2% | D = 1% | E = -20% | F = -3% | G = 1% | H = -18%

CCOC(=O)CCC(NC(=O)CC(=O)NC(CCC(=O)OCC)C(=O)OCC)C(=O)OCC (stereo not drawn)
  A = -13% | B = -1% | C = -2% | D = 13% | E = -16% | F = 1% | G = -6% | H = 19%[10 µM]

O=C(Cn1ccc([N+](=O)[O-])n1)c1ccccc1
  A = -9% | B = 0% | C = 0% | D = -1% | E = -11% | F = 0% | G = 0% | H = 5%[10 µM]

CC1CN(c2nc3c(c(=O)[nH]c(=O)n3C)n2Cc2ccccc2F)CC(C)O1 (stereo not drawn)
  A = -1% | B = -1% | C = 3% | D = 1% | E = 4% | F = 10% | G = 4% | H = -12%

CSc1ncc(Cl)c(C(=O)Nc2ccc(S(=O)(=O)N3CCCC(C)C3)cc2)n1 (stereo not drawn)
  A = 11% | B = · | C = · | D = · | E = -24% | F = -7%[76.3 µM] | G = -18% | H = ·

NC(=O)c1ccc(C(F)(F)F)n(Cc2ccc(Cl)cc2)c1=O
  A = -3% | B = -7% | C = 8% | D = -13% | E = -14% | F = -12% | G = -9% | H = -8%

# Quoted from the listing for reference:
# Codes – A = Tau fibril ThT; B = GAA spleen mod; C = GLA spleen mod; D = GAA inhib; E = Tau fluor cs; F = GAA glycogen mod; G = Tau FP inhib; H = HTT cytoprotect
COc1ccccc1-c1nc(C(F)(F)F)c(OC)o1
  A = -5% | B = 1% | C = 13% | D = -7% | E = -2% | F = 5% | G = 2% | H = 22%[10 µM]

Cc1c(C(=O)N2CCN(C)CC2)oc2ccc(S(=O)(=O)N3CCOCC3)cc12
  A = -2% | B = 0% | C = -9% | D = -4% | E = 3% | F = 3% | G = 2% | H = 11%

COCCCn1c(SCc2ccc(OC)cc2)nc2cc(OC)c(OC)cc2c1=N
  A = 5% | B = -2% | C = 3% | D = 5% | E = ? | F = -6% | G = -6% | H = 9%

Cc1nc2ccc(S(=O)(=O)NC(C(=O)NCc3ccccc3Cl)C(C)C)cc2s1 (stereo not drawn)
  A = 2% | B = · | C = · | D = · | E = -7% | F = 7%[76.3 µM] | G = -3% | H = ·

COc1ccc(C2C3=C(CC(C)(C)CC3=O)Nc3c2c(=O)[nH]c(=O)n3Cc2ccccc2)cc1OC (stereo not drawn)
  A = -10% | B = -3% | C = 1% | D = -5% | E = -2% | F = -20% | G = 2% | H = 28%[10 µM]

# Additional structures
# Codes – A = Tau fibril ThT; B = GAA spleen mod; C = GLA spleen mod; D = GAA inhib; E = Tau fluor cs; F = GAA glycogen mod; G = Tau FP inhib; H = HTT cytoprotect
Cn1nnnc1SCc1nnc(-c2ccccc2Br)o1
  A = -7% | B = -1% | C = -11% | D = 4% | E = -8% | F = 8% | G = 0% | H = -20%

Cc1cccc(C(=O)Nc2ncc(CN3CCOCC3)s2)c1
  A = -1% | B = -5% | C = 2% | D = -7% | E = -1% | F = 1% | G = -3% | H = -11%

Cc1ccc(C)c(NC(=O)CCc2nc(-c3ccc(C(C)(C)C)cc3)no2)c1
  A = ? | B = · | C = · | D = · | E = -29% | F = -12%[76.3 µM] | G = -7% | H = ·

O=C(Cn1c(=O)oc2cc(S(=O)(=O)NCc3ccccc3)ccc21)NCc1ccc(F)cc1
  A = 1% | B = · | C = · | D = · | E = 7% | F = -11%[76.3 µM] | G = -19% | H = ·

O=C(Nc1ccc(Cl)c(C(F)(F)F)c1)C(Cc1ccccc1)NS(=O)(=O)c1cccc2nsnc12 (stereo not drawn)
  A = 19% | B = · | C = · | D = · | E = -27% | F = -5%[76.3 µM] | G = ? | H = ·

Nc1nc(NCc2ccco2)nc(N2CCCC2)c1[N+](=O)[O-]
  A = -17% | B = -4% | C = -6% | D = ? | E = -14% | F = 4% | G = 7% | H = 17%[10 µM]

COc1ccc(N2CCN(Cc3nc(Cc4cccc(F)c4)no3)C(C)C2)cc1 (stereo not drawn)
  A = -13% | B = 2% | C = -2% | D = -6% | E = -16% | F = 4% | G = 16% | H = -22%

CC(C)(C)OC(=O)N1CCC(c2nnc(SCc3cccc(Cl)c3)o2)CC1
  A = -22% | B = · | C = · | D = · | E = -14% | F = -2%[76.3 µM] | G = 4% | H = ·

CC(C)COc1ncnc2c1sc1nc3c(cc12)COC(C)(C)C3
  A = -6% | B = 4% | C = 7% | D = · | E = -7% | F = 6% | G = 0% | H = 0%[10 µM]

Cc1ccc(NC(=O)Cc2coc3ccc(C(C)C)cc23)c(C)c1
  A = 3% | B = · | C = · | D = · | E = -9% | F = 11%[76.3 µM] | G = -4% | H = ·

Cc1ccc(N2CCN(c3ccc(C)cc3)C2c2ccncc2)cc1
  A = ? | B = -1% | C = 4% | D = -5% | E = -20% | F = -20% | G = 0% | H = 6%

Cc1ccc(C(=O)ON=C2CCN(S(=O)(=O)c3ccccc3)CC2)cc1
  A = -9% | B = -5% | C = -6% | D = -10% | E = -1% | F = -4% | G = 3% | H = -11%

CCCN1C(=O)S/C(=C\c2ccc(N3CCOCC3)o2)C1=O
  A = 18µM* | B = -5% | C = -3% | D = -5% | E = -27% | F = -9% | G = -18% | H = -159%[inhibitor]

O=C(N/N=C/c1oc(O)c2ccccc12)c1ccccc1O
  A = -10% | B = · | C = 3% | D = -8% | E = -1% | F = -12% | G = 1% | H = -37%[inhibitor]

O=C(NNc1ccc([N+](=O)[O-])cc1)C12CC3CC(CC(C3)C1)C2
  A = -15% | B = -6% | C = 2% | D = 5% | E = -10% | F = -25% | G = -1% | H = -18%

CN(C)C(=O)c1c(C(F)(F)F)nn(C)c1Cl
  A = 1% | B = 3% | C = 4% | D = -6% | E = 2% | F = -4% | G = -1% | H = -5%[10 µM]

COc1ccc(N2C(=O)CC3(CCCC3)CC2=O)cc1
  A = 10% | B = -6% | C = 2% | D = 3% | E = 8% | F = -5% | G = -6% | H = 3.2µM*

COCc1nc(-c2ccc(-c3ccccc3)nc2OC)no1
  A = -4% | B = -2% | C = 3% | D = 8% | E = -11% | F = -5% | G = 2% | H = -27%[10 µM]

CN(C1CCCCC1)S(=O)(=O)c1ccc2c(c1)c(=O)c(C(=O)N1CCc3ccccc3C1)cn2C
  A = -5% | B = 1% | C = 1% | D = -8% | E = -12% | F = -13% | G = 0% | H = -26%

O=C(c1cc2ncc(Br)cn2n1)N1CCOCC1
  A = -5% | B = -1% | C = 3% | D = 4% | E = -14% | F = 6% | G = -9% | H = -3%[10 µM]

Cc1ccc(NC(=O)CN2CCc3ccccc3C2)cc1S(=O)(=O)N1CCOCC1
  A = 8% | B = -8% | C = 0% | D = -7% | E = 2% | F = -2% | G = 2% | H = 29%[10 µM]

CN1CCN(/N=C/c2ccc(-c3ccc([N+](=O)[O-])cc3)o2)CC1
  A = ? | B = -3% | C = 2% | D = ? | E = -15% | F = 12% | G = 12% | H = 13%[10 µM]

O=C(COC(=O)c1ccc([N+](=O)[O-])s1)Nc1ccc(Cl)cn1
  A = ? | B = 0% | C = -5% | D = -2% | E = -15% | F = 12% | G = 6% | H = 35%[10 µM]
